# Bioassay records from PubChem BioAssay.
# SKKanGAS inh: blocks kanamycin growth of S. pyogenes SKKanGAS strain; actives 1.3% (n = 300,000); BacTiter-Glo, 6 h; AID 1662; inhibition, % at 7.5 µM;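 active means mean replicate score, as percent of positive control median, at least 50; inconclusive means mean below 50 but one replicate at or above 50; inactive means mean and every replicate below 50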;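 further: strain carries kanamycin resistance gene driven by streptokinase promoter and grows in 40 µg/ml kanamycin; loss of luminescence reflects streptokinase promoter inhibition or plain growth inhibition; 0% = median of DMSO wells and 100% = positive control at its reference dose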
# ANO1 activ: activates or potentiates the mouse TMEM16A chloride channel | HEK293 TMEM16A/YFP-H148Q/I152L, iodide quench fluorescence; stronger effect = lower value | actives 0.3% (n = 340,000) | Q8BHY3 | B-score at 10 µM;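 active means fluorescence-ratio B-score plate-corrected deviation score at least 3 library SD below zero, with starting fluorescence score within 5 deviations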;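 further: channel opened by trigger with iodide after compound preincubation; score built on the fluorescence ratio of max minus min over baseline; more negative score means more quench and so TMEM16A activation or potentiation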
# MrgX1 ag: activates human MrgX1 receptor signaling. Q96LB2. MrgX1-HEK293 cells, Fluo-4 calcium fluorescence, agonist mode; stronger effect = higher value. B-score at 10 µM. actives 0.44% (n = 310,000);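 active means calcium response B-score plate-corrected fluorescence ratio at least 3 library SD, with starting fluorescence B-score inside 5 SD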
# Target sequence (Q96LB2 whole entry, looked up): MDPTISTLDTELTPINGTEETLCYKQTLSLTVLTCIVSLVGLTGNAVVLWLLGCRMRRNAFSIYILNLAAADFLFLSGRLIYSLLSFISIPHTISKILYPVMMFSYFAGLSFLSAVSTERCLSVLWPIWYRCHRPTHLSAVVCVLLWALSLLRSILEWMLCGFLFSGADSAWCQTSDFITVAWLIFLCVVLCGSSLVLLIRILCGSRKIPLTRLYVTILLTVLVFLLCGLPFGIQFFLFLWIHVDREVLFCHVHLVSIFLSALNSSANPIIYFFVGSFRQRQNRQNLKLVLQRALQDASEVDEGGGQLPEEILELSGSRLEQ
#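 Test system: HEK293 cells stably expressing human MrgX1 receptor; Input: fifteen thousand cells per well; Dosing: compound delivered in addition one of three; Schedule: overnight seeding, then 1 h dark dye loading; Technique: Fluo-4 NW calcium fluorescence; Measure: B-scored fluorescence response ratio; Controls: positive and negative controls per plate.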
# RGS4 block: human RGS4 inhibition; P49798; HEK293 M3R/RGS4 inducible, Fluo-4 calcium flux; stronger effect = higher value; triggered by carbachol at its EC20; B-score at 10 µM; actives 0.45% (n = 310,000);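 active means B-score, a plate-corrected calcium signal, over three deviations above library mean, with baseline fluorescence within five deviations of library mean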;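 further: RGS4 expression induced by doxycycline in cells with stable M3 receptor; B-score is computed from the integrated fluorescence ratio over baseline after carbachol; higher B-score means a larger calcium signal and so more RGS4 inhibition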
# Target sequence (P49798 whole entry, looked up): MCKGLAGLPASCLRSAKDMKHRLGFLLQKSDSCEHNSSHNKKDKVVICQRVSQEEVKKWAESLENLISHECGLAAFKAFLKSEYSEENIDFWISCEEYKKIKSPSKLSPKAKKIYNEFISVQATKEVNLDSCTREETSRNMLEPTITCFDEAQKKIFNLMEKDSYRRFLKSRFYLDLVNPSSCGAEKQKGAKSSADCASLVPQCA
# TRPC6 act: activates the mouse TRPC6 cation channel; Q61143; HEK293-TRPC6 membrane potential dye fluorescence; stronger effect = higher value; B-score at 10 µM; actives 0.13% (n = 310,000);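 active means B-score of the integrated fluorescence ratio above library mean plus 3 SD, and starting fluorescence ratio within library mean plus 5 SD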;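 further: higher score means more depolarization so channel activation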
# MrgX1 antag: antagonists of human MrgX1 receptor; AID 588676; Q96LB2; B-score at 10 µM; actives 1.3% (n = 310,000); MRGX1-HEK293 calcium flux, Fluo-4, BAM8-22 antagonism; stronger effect = lower value;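 active means calcium-response B-score plate-corrected more than 3 library SD below zero, starting fluorescence within 5 deviations, no agonist response on first addition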;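 further: peak minus trough fluorescence over baseline after final BAM8-22 challenge near maximal dose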
# TRPC6 inh: blocks the mouse TRPC6 cation channel. Q61143. HEK293-TRPC6, membrane potential dye, ACh-evoked depolarization; stronger effect = lower value. B-score at 10 µM. actives 1.1% (n = 310,000). AID 2553;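 active means B-score under library mean minus 3 SD, initial fluorescence not abnormally high, positive integrated signal ratio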;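 further: B-score derived from integrated fluorescence ratio over the kinetic read; more negative B-score means stronger inhibition of depolarization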
# ANO1 block: mouse TMEM16A channel inhibition, primary screen; HEK293 TMEM16A/YFP iodide influx fluorescence, ionomycin; actives 1.2% (n = 310,000); AID 588511; normalized B-score (activity score, 25-100; higher = stronger inhibition) at 10 µM; Q8BHY3;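 active means ratio plate-corrected score three or more library SD toward inhibition, starting fluorescence score within five deviations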;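 further: score derived from kinetic fluorescence span divided by baseline fluorescence per well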
# HDAC3 inhib: inhibitors of human histone deacetylase 3. O15379. recombinant HDAC3, fluorogenic peptide/trypsin coupled, fluorescence. inhibition, % at 8.3 µM. actives 0.15% (n = 320,000). AID 2718; in the data active means inhibition above about 26%, passing the limit was not always enough; inconclusive means no clear call, values can overlap the other calls
# Target sequence (O15379 whole entry, looked up): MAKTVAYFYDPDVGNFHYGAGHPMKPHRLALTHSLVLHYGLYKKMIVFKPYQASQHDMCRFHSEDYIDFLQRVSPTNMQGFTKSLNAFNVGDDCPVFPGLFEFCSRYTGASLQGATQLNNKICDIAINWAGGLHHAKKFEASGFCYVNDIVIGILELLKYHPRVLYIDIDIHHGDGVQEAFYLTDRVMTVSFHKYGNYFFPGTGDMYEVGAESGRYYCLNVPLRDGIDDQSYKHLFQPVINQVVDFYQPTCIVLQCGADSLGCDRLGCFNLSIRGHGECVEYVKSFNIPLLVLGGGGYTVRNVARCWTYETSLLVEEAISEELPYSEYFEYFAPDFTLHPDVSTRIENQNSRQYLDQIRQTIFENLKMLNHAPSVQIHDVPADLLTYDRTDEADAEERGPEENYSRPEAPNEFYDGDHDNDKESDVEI
# MrgX1 allo act: allosterically activates human MrgX1 receptor signaling; Q96LB2; actives 0.63% (n = 310,000); AID 588675; B-score at 10 µM; MrgX1-HEK293, Fluo-4 calcium flux, FDSS; stronger effect = higher value;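 active means plate-corrected calcium response at least 3 library SD above typical, normal starting fluorescence, not activating the receptor alone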;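 further: compound read alongside a low EC10 to EC30 dose of BAM8-22 agonist; peak minus trough fluorescence over baseline measured at the second addition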
# RGS4 pot: RGS4 potentiation or activation; HEK293 M3R/inducible RGS4, carbachol calcium flux Fluo4; stronger effect = lower value; B-score at 10 µM; actives 0.92% (n = 310,000);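 active means B-score of the integrated calcium signal more than 4 SD below the library mean, with starting fluorescence not abnormally high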;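 further: negative B-score means reduced calcium response which marks RGS4 activation or potentiation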
#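 Reagent: ECmax carbachol challenge; Test system: M3R-expressing HEK293 line, RGS4 induced by doxycycline; Schedule: overnight RGS4 induction, 30 min dye load 37 °C, 20 min compound RT; Detection: calcium dye Fluo4 fluorescence; Read-out: Agonist-evoked peak-minus-minimum fluorescence over baseline, integrated ratio, B score.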
# Numbers without * were called inactive; i = inactive; ? = inconclusive; . = no result given.
SMILES,SKKanGAS inh,ANO1 activ,MrgX1 ag,RGS4 block,TRPC6 act,MrgX1 antag,TRPC6 inh,ANO1 block,HDAC3 inhib,MrgX1 allo act,RGS4 pot
CCSc1nnc(NC(=O)c2ccccc2C)s1,-12.6,i,i,i,i,i,i,i,13.8,i,i
CC(C)NC(=O)NC(=O)COC(=O)CCCSc1nc2ccccc2s1,-2.3,i,i,i,i,i,i,i,11.6,i,i
COc1ccc(C(c2nnnn2Cc2ccc(F)cc2)N2CCN(c3ccc(OC)cc3)CC2)cc1 (centres undefined),-1.8,i,i,i,i,i,i,i,10.5,i,i
Cc1c(NC(=O)c2ccc(NC(=O)C3CC3)cc2)cccc1C(=O)O,-5.4,i,i,i,i,i,i,i,0.9,i,i
O=C(CN1C(=O)NC(Cc2ccccc2)(Cc2ccccc2)C1=O)NCC1CCCCC1,-3.5,i,i,i,i,i,i,i,3.3,i,i
CC(NS(=O)(=O)c1c(N)n(C)c(=O)n(C)c1=O)c1ccccc1 (centres undefined),-1.4,i,i,i,i,i,i,i,-7.9,i,i
CCCCNC(=O)NS(=O)(=O)c1ccc(NC(=O)C(NC(N)=O)C(C)CC)cc1 (centres undefined),-14.3,i,i,i,i,i,i,i,-0.2,i,i
COc1ccccc1CC(NC(C)=O)C(=O)N1CCN(C(=O)c2cccs2)CC1 (centres undefined),-0.1,i,i,.,.,i,.,i,-1.8,i,.
Cc1nn(C(C)C(=O)NCc2ccco2)c(=O)c2nn(-c3ccccc3)c(C)c12 (centres undefined),3.6,i,i,i,i,i,i,i,2.2,i,i
COc1cccc(CN2CC(C(=O)NCCSc3nnnn3C)CCC2=O)c1 (centres undefined),30.5,i,i,i,i,i,i,i,-1.3,i,i
CN(Cc1ccccc1)c1nc2c(c(=O)[nH]c(=O)n2C)n1Cc1ccccc1Cl,6.0,i,i,i,i,i,i,i,-3.7,i,i
Cc1ccc(-c2nnc3sc(CCc4ccccc4)nn23)cc1,6.9,i,i,i,i,i,i,i,4.5,i,i
CCOC(=O)c1sc(NC(=O)CSc2n[nH]c(CC(C)C)n2)nc1C,2.6,i,i,i,i,i,i,i,4.0,i,i
CC(C)N(Cc1cc2ccccc2[nH]c1=O)C(=O)c1ccco1,5.1,i,i,i,i,i,i,i,12.5,i,i
Cc1cccc(C(=O)Nc2cccc(NC(=O)c3ccccc3)c2)c1,12.9,i,i,i,i,i,i,i,4.4,i,i
Cc1ccc(C(=O)NC(C(=O)Nc2ccccc2)c2ccccc2)cc1 (centres undefined),-1.2,i,i,i,i,i,i,i,-5.0,i,i
CCc1nnc(NC(=O)C2CCCN2S(=O)(=O)c2ccc(C)cc2)s1 (centres undefined),-3.9,i,i,i,i,i,i,i,2.6,i,i
COc1ccc(C(C#N)N2N=C(C)CC2c2ccccc2)cc1 (centres undefined),1.6,i,i,i,i,i,i,i,1.4,i,i
O=C(COc1ccc(-c2ccccc2)cc1)NNC(=O)NC1CCCCC1,-6.5,i,i,i,i,i,i,i,4.4,i,i
COc1cccc(Cn2nnc(C(=O)Nc3ccc(C)cc3)c2N)c1,-12.5,i,i,i,i,i,i,i,-7.0,i,i
C[C@@H](O)C(C(=O)N1CCNCC1)n1cc([C@@H](N)CCCCN)nn1 (some centres undefined),.,i,i,.,.,i,.,i,-0.9,i,.
O=C(CNC(=O)c1ccc(Br)cc1)N/N=C/c1cccnc1,-4.5,i,i,i,i,i,i,i,0.6,i,i
Cc1nc2c(-c3ccc(Cl)cc3)cnn2c2c1CCC2,-14.5,i,i,i,i,-5.14*,i,i,-4.9,i,i
CN(C)C1=C(Cl)C(=O)N(c2ccc(Cl)c(Cl)c2)C1=O,-12.7,i,i,i,i,i,i,i,-2.6,i,i
Cc1ccccc1-n1c(Cn2c(=O)sc3ccccc32)nnc1SCC(=O)Nc1nccs1,.,i,i,.,.,i,.,i,-1.4,i,.
CC1(C)OC(=O)C(=CNC(=O)c2c(F)cccc2F)C(=O)O1,-4.4,i,i,i,i,i,i,i,2.5,i,i
COc1ccc(CCc2nnc(CCC(=O)NCc3cc(C(C)C)no3)o2)cc1,-0.9,i,i,i,i,i,i,i,-2.4,i,i
c1ccc(Cn2c(NCc3ccco3)nc3ccccc32)cc1,8.0,i,i,i,i,i,i,i,1.2,i,i
COC(=O)c1cc(NC(=S)NC(=O)c2ccccc2)ccc1N1CCOCC1,-2.2,i,i,i,i,i,i,i,1.5,i,i
COC(=O)CCCCCCCCC(O)C[N+]1(C)CCOCC1 (centres undefined),-1.9,i,i,i,i,i,i,i,1.4,i,i
Cc1cccc(NS(=O)(=O)c2ccc(C(=O)NCCCN3CCOCC3)cc2)c1C,-3.4,i,i,i,i,i,i,i,-2.7,i,i
S=c1nn[nH]n1C12CC3CC(CC(C3)C1)C2,-7.6,i,i,i,i,i,i,i,-1.1,i,i
CCCC[C@@H]1CNCCN1CCc1cc(C(F)(F)F)cc(C(F)(F)F)c1,10.1,i,i,i,i,i,i,i,-3.9,i,-7.88*
Cc1ccc(N/N=C(\C#N)C(=N)N2CCCCCC2)cc1,-1.9,i,i,i,i,i,i,i,5.8,i,i
CCOc1ccc(NC(=O)CCC(=O)N/N=C(\C)c2cccs2)cc1,-3.2,i,i,i,i,i,i,i,5.3,i,i
CCCCn1c(=O)n(CC(O)c2ccccc2)c(=O)c2c1ncn2C1CCCC1 (centres undefined),1.8,i,i,i,i,i,i,i,7.4,i,i
O=C(Cc1cn2ccsc2n1)Nc1ccccc1Oc1ccccc1,-3.3,i,i,i,i,i,i,i,0.0,i,i
COc1ccc(C(=O)OCC(=O)NCC2CCCO2)cc1 (centres undefined),8.0,i,i,i,i,i,i,i,-1.3,i,i
COC(=O)CC1C(=O)NCCN1C(=S)Nc1cccc(C(F)(F)F)c1 (centres undefined),-1.9,i,i,i,i,i,i,i,?,i,i
CCC(C)c1ccc(NC(=O)c2cnn3c(C(F)F)cc(C)nc23)cc1 (centres undefined),-0.3,i,i,i,i,i,i,i,2.8,i,i
O=C(COC(=O)c1cccs1)Nc1nnc(-c2ccccc2)o1,0.0,i,i,i,i,i,i,i,1.2,i,i
O=C1c2ccccc2C(=O)N1CCCc1nc2ccccc2c(=O)n1Cc1ccco1,12.5,i,i,i,i,i,i,i,1.3,i,i
O=C(CSc1n[nH]c(=O)n1C1CC1)c1ccc(F)cc1,-7.0,i,i,i,i,i,i,i,-10.2,i,i
COC(=O)c1ccc(NC(=O)C2CCCN2S(=O)(=O)c2ccc(C)cc2)cc1 (centres undefined),-3.5,i,i,i,i,i,i,i,0.9,i,i
O=C(CSc1nnc(CNC(=O)c2ccccc2)o1)NCCc1ccccc1,?,i,i,i,i,i,i,i,2.5,i,i
COc1ccc(/C=C2\N=C(c3ccccc3)NNC2=O)cc1,-3.2,i,i,i,i,i,i,i,2.6,i,i
C=C1CCN([C@@H](C)C(=O)NCCCCCC)S(=O)(=O)c2ccccc21,0.7,i,i,i,i,i,i,i,?,i,i
COC(=O)c1sc(NC(=O)c2c(OC)cccc2OC)c(C#N)c1C,19.8,i,i,i,i,i,i,i,1.1,i,i
CC(C)(C)c1ccccc1NC(=O)Cn1c(=O)cnc2ccccc21,-1.5,i,i,i,i,i,i,i,-5.2,i,i
O=C(Nn1c(C2CCCCC2)nc2ccccc2c1=O)c1ccc(Cl)c([N+](=O)[O-])c1,-14.9,i,i,i,i,i,i,25*,-0.9,i,i
O=C(NCCN1CCOCC1)c1cc(S(=O)(=O)Nc2ccccc2F)c(Cl)cc1Cl,-4.5,i,i,i,i,i,i,i,0.9,i,i
O=C(O)CCNC(=O)c1ccc(Br)o1,3.7,i,i,i,i,i,i,i,-1.6,i,i
Cc1ccsc1C(=O)Nc1ccc(F)c([N+](=O)[O-])c1,-2.4,i,i,i,i,i,i,i,1.4,i,i
COC(=O)c1sc(NC(=O)COc2ccccc2)nc1C,-1.6,i,i,i,i,i,i,i,5.8,i,i
O=C(COc1ccccc1Br)c1ccc(O)cc1O,2.2,i,i,i,i,i,i,100*,4.2,i,i
CCCCCCCCCCOC(=O)Cn1c(COc2cccc(C)c2)[n+](C)c2ccccc21,101.5*,i,i,i,i,-5.94*,i,100*,?,i,-8.47*
S=C(NCCc1ccc(Cl)cc1)Nc1ccc(Cl)cc1Cl,39.1,i,i,i,i,i,i,25*,-0.3,i,i
N/C(Cc1cccc2ccccc12)=N\O,6.8,i,i,i,i,i,i,i,1.0,i,i
CN(Cc1ccccc1)C(=O)c1cc(-c2ccc(Br)cc2)on1,-7.8,i,i,i,i,i,i,i,-5.7,i,i
COc1ccccc1NC(=O)CSc1nnc(-c2ccco2)o1,-0.9,i,i,i,i,i,i,i,-4.1,i,i

# Next section:
SMILES,SKKanGAS inh,ANO1 activ,MrgX1 ag,RGS4 block,TRPC6 act,MrgX1 antag,TRPC6 inh,ANO1 block,HDAC3 inhib,MrgX1 allo act,RGS4 pot
COc1ccc(C(=O)/C=C/N(C)C)cc1OC,-3.8,i,i,i,i,i,i,i,9.3,i,i
CC(=O)N1CC(C)c2scc(C)[n+]2-c2ccccc21 (centres undefined),3.2,i,i,i,i,i,i,i,2.1,i,i
Cc1ccc(S(=O)(=O)N2CCCN(c3nc4cc(C)ccc4cc3C#N)CC2)cc1,-9.2,-14*,i,i,i,i,i,i,1.4,i,i
Cc1nc(CN(C)C(=O)C2CCC(=O)N(CCc3cccc(F)c3)C2)cs1 (centres undefined),14.4,i,i,i,i,i,i,i,1.0,i,i
COC(=O)c1cc(NC(=O)c2ccc(Cn3cc(Cl)cn3)o2)cc(C(=O)OC)c1,13.1,i,i,i,i,i,i,i,-9.7,i,i
CCOC(=O)N1CCN(C(=O)C2CCC(=O)N(CCCN3CCCC3=O)C2)CC1 (centres undefined),0.5,i,i,i,i,i,i,i,-15.5,i,i
Cc1cc(C(=O)C(=O)O)c(C)n1-c1ccc(Cl)c(Cl)c1,-12.1,i,i,i,i,i,i,i,21.2,i,i
COc1ccc(S(=O)(=O)N(CC(=O)O)c2ccccc2)cc1,4.3,i,i,i,i,i,i,i,2.4,i,i
O=C(CSc1nnc(CNC(=O)c2ccccc2)o1)Nc1ccc2c(c1)OCCO2,42.0,i,i,i,i,-5.56*,i,i,-5.4,i,i
O=C1NC(=O)/C(=C\c2ccc(Br)o2)S1,-8.0,i,i,i,i,i,i,i,0.3,i,i
